Compound activity as filed in PubChem BioAssay.
FLuc inhib CS: Photinus pyralis luciferase inhibition counter-screen | P08659 | ATPLite firefly luciferase biochemical luminescence, 10 min | inhibition, % at 10 µM | hit rate 1.5% among 200,000;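 active means inhibition above about 50% when tested at 10 µM, limit read from the data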
Target sequence (P08659 whole entry, looked up): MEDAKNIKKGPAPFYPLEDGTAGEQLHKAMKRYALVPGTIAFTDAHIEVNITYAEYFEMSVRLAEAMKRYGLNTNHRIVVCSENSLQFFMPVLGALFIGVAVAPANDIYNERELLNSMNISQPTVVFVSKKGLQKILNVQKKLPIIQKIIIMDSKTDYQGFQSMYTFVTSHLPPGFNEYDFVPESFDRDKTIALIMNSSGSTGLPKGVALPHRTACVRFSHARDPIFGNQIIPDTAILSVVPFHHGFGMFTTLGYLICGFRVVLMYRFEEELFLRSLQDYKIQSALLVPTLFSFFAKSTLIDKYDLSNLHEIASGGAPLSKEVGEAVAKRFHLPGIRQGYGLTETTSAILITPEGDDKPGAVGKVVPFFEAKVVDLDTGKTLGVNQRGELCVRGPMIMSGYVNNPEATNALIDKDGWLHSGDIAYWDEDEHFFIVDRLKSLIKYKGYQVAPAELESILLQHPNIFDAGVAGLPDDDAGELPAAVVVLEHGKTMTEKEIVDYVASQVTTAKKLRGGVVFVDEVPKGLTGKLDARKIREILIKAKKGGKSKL
STAT1 act: STAT1 signaling activation; NIH 3T3 STAT1-luciferase reporter, IFN-gamma, luminescence; 100% = IFN-gamma alone, no compound; activation (% of control), % at 5.5 µM; hit rate 2.6% among 200,000; AID 932;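 active means activation above the screen-wide mean activation plus 3 SD, cut at about 130% in these data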;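 further: raw ratio to IFN-gamma control signal so 100% means no change and 0% no light; values of inactives mirror those of a sister screen read the other way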
APP 5'UTR act: activates APP 5'UTR luciferase reporter; SH-SY5Y APP 5'UTR luciferase reporter, luminescence; zero percent = DMSO vehicle wells; activation, % at 2 µM; hit rate 1% among 190,000;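 active means activation above a set limit, based on mean plus 3 SD of controls, cut at about 140% in these data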; further: values of inactives mirror those of a sister screen read the other way
ROMK mod: modulates human ROMK potassium channel activity. hit rate 2% among 130,000. B-score at 10 µM. AID 1918. Tet-inducible ROMK, thallium flux fluorescence; actives lie on both sides. P48048;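 active means signal ratio slope over the read window, or its plate-corrected B-score, at least 3 SD from the plate mean, either direction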;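 further: B-score of the F/F0 ratio slope over 7 to 12 s after thallium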
Target sequence (P48048 whole entry, looked up): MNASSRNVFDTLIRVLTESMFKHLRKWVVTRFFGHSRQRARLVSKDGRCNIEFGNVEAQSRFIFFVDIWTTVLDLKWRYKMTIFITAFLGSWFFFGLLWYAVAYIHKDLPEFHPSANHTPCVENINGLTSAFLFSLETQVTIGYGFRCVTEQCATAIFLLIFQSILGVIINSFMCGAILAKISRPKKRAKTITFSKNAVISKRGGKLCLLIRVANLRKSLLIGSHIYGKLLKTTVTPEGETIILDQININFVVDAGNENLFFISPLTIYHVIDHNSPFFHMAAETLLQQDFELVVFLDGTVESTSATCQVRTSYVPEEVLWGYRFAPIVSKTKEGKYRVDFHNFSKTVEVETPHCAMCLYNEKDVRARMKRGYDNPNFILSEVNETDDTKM
STAT3 blocker: reduces IL-6 driven STAT3 reporter signal. AID 862. inhibition, % at 5.5 µM. U3A cells, IL-6 STAT3-luciferase reporter, luminescence; host cell line lacks STAT1. hit rate 0.89% among 190,000;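 active means inhibition above the mean inhibition across all screened compounds plus 3 SD, cut at about 44% in these data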;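 further: 0% = DMSO only wells and 100% = 100 µM nifuroxazide control wells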
FLuc act counter: firefly luciferase counter-screen for stimulation assays; P08659; activation factor at 10 µM; 200,000 tested, under 10 active; AID 1027; ATPlite luciferase biochemical, luminescence, 10 min; 0 = ATP-free wells, 1 = DMSO control;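 active means luciferase activation factor, scaled between plate controls, of at least 2 with compound at 10 µM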
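assay system = Luciferase/luciferin detection reagent, cell-free biochemical luciferase assay | also added = ATP substrate | times = 10 min post-reagent at room temperature | measured by = luminescence from luciferase reaction | measure = luciferase activation, seen as luminescence increase over controls | benchmarks = low control with PBS replacing ATP, high control enzyme plus ATP without compound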
NF-kB expr up: raises NF-kB expression in human neuronal cells | NF-kB reporter expression; active compounds read high | fold change at 12.5 µM | hit rate 1.6% among 190,000; in the data active means fold change above about 3.3
STAT1 blocker: inhibitors of IFN-gamma induced STAT1 signaling. NIH 3T3 STAT1-luciferase reporter, luminescence. inhibition, % at 5.5 µM. hit rate 0.35% among 200,000;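 active means inhibition above a set limit, the mean inhibition across all tested compounds plus 3 SD, cut at about 34% in these data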;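 further: 0% = IFN-gamma with DMSO and 100% = IFN-gamma with 300 µM nifuroxazide; values of inactives mirror those of a sister screen read the other way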
APP 5UTR inh: APP translation inhibition. AID 1285. SH-SY5Y APP 5'UTR-luciferase reporter, luminescence. inhibition, % at 2 µM. hit rate 0.82% among 190,000;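 active means inhibition above a set limit, derived from the sample mean plus 3 SD, cut at about 45% in these data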; further: values of inactives mirror those of a sister screen read the other way
STAT3 activator: activators of IL-6 induced STAT3 signaling; U3A cells, IL-6 STAT3-luciferase reporter, luminescence; 100% = signal with IL-6 EC80 alone; activation (% of control), % at 5.6 µM; hit rate 0.91% among 190,000; AID 871;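 active means activation above the screen-wide mean of compound activation plus 3 SD, cut at about 130% in these data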;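 further: 0% = background luminescence of wells with medium and substrate only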
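Material: STAT3-luciferase reporter U3A cells; Probe or stimulus: IL-6 (33 ng/mL); Incubation: compound pre-incubation 1 h before IL-6, then 6 h stimulation at 37 °C; Technique: luminescence from STAT3-driven luciferase reporter; Evaluation: % activation versus median of IL-6-stimulated wells; Controls: IL-6-only high control.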
* = called active by the depositor; . = no result given. Outcome played no part in choosing rows; 7.1% or so of the library scored in one or more.

SMILES	FLuc inhib CS	STAT1 act	APP 5'UTR act	ROMK mod	STAT3 blocker	FLuc act counter	NF-kB expr up	STAT1 blocker	APP 5UTR inh	STAT3 activator
COc1ccccc1OCCCC(=O)NCc1ccco1	-1	102	-4	0.71	3	1	1	-4	4	104
O=C(COC(=O)CN1C(=O)c2ccccc2C1=O)Nc1ccc(S(=O)(=O)N2CCCC2)cc1	-11	101	-50	-0.87	3	1.1	0.89	-1	50*	98
CCn1c(C)cc(/C=C2\NC(=O)N(Cc3ccccc3)C2=O)c1C	1	98	-7	-0.051	4	1	1.2	2	7	95
CCNCc1cc2cc(C)ccc2[nH]c1=O	4	93	3	0.33	-47	1	1.2	7	-3	139*
C/C(=N\NC(=O)c1cccc(S(=O)(=O)Nc2ccccc2Cl)c1)c1ccco1	-5	106	10	0.13	-1	1.1	1.1	-7	-10	99
CCc1ccc(OCC(=O)NNC(=O)CSc2ncnc3sc(C)c(C)c23)cc1	-1	100	-4	1.2	3	1	1.2	0	4	104
COc1ccc(C(C)=O)cc1COC(=O)c1cc(C)oc1C	-8	100	-21	-0.11	17	1.1	1.4	-1	21	88
CCOc1ccc(NC(=O)NC(=O)N(C)S(=O)(=O)c2ccc(C)cc2)cc1	-2	99	4	-2*	28	1	0.81	-1	-4	83
Cc1nc2ncnn2c(C)c1CCC(=O)NCCC1=CCCCC1	-3	93	2	.	0	1	0.94	8	-2	103
COc1ccc(C(=O)C(CCC(CNC(C)(C)C)C(=O)c2ccc(OC)cc2)CNC(C)(C)C)cc1 (configuration not stated)	-2	80	-97	.	30	1	0.43	22	97*	78
Cc1ccc(S(=O)(=O)c2nc(NN(C)C)sc2Cl)cc1	-2	88	-11	-1.1	11	1	1.1	10	11	94
COc1ccc(N(C(=O)CCl)C(C)(C(=O)Nc2c(C)cccc2C)c2ccccn2)cc1 (configuration not stated)	-4	102	-3	0.38	2	1	1.1	-3	3	102
CCc1nnc(NC(=O)CSc2nnc(-c3ccccc3NC(=O)c3ccccc3)o2)s1	1	107	2	.	18	1	1.2	-7	-2	92
O=C(CCNc1cccc(Cl)c1)c1cccs1	-2	108	2	.	-6	1	1.7	-8	-2	115
O=C(NCCNc1cc(Cl)ccc1[N+](=O)[O-])c1ccco1	-2	110	8	.	-4	1	0.99	-11	-8	102
O=C(NC(=S)NCC1CCCO1)c1ccc(Cl)cc1 (configuration not stated)	-4	120	12	-0.36	-1	1	1.1	-22	-12	101
Fc1cccc2sc(Nc3nc4c(F)cccc4s3)nc12	1	104	39	0.72	-72	1	1	-4	-39	156*
Cc1cc(=O)oc(C)c1C(=O)OCC(=O)c1ccccc1	3	106	7	1.9	13	1	1.3	-6	-7	91
O=C1CCC2CCCCC2(O)O1 (configuration not stated)	-3	100	.	.	4	1	1.6	0	.	102
Cc1ccc(-n2nc3ccc(N)cc3n2)cc1	76*	150*	7	.	1	0.2	2.7	-52	-7	102

Sorted by molar mass (high to low): part of the list above.
SMILES	FLuc inhib CS	STAT1 act	APP 5'UTR act	ROMK mod	STAT3 blocker	FLuc act counter	NF-kB expr up	STAT1 blocker	APP 5UTR inh	STAT3 activator
CCc1nnc(NC(=O)CSc2nnc(-c3ccccc3NC(=O)c3ccccc3)o2)s1	1	107	2	.	18	1	1.2	-7	-2	92
Cc1cc(=O)oc(C)c1C(=O)OCC(=O)c1ccccc1	3	106	7	1.9	13	1	1.3	-6	-7	91
O=C1CCC2CCCCC2(O)O1 (configuration not stated)	-3	100	.	.	4	1	1.6	0	.	102

(list continues)
SMILES	FLuc inhib CS	STAT1 act	APP 5'UTR act	ROMK mod	STAT3 blocker	FLuc act counter	NF-kB expr up	STAT1 blocker	APP 5UTR inh	STAT3 activator
CC(=O)OCC(=O)[C@@]12OC(C)(C)O[C@@H]1C[C@H]1[C@@H]3C[C@H](F)C4=CC(=O)C=C[C@]4(C)[C@@]3(F)[C@@H](O)C[C@@]12C	-1	110	78	.	11	1	0.43	-11	-78	92
Cc1ccnc(N2CCN(C(=O)CSc3nc4ccccc4nc3N3CCC(C)CC3)CC2)c1	-3	93	7	.	1	1	1	6	-7	104
Cc1cc(C)cc(NC(=S)NCCCN2CCOCC2)c1	-10	98	-6	1.1	3	1.1	1.3	3	6	100
CCOc1ccc(N2C(=O)C(c3ccccc3)=C(c3nc4ccccc4s3)C2NC(C)=O)cc1 (configuration not stated)	-4	99	44	.	4	1	1.6	2	-44	98
CN1CCC(N2CCN(c3cccc(C(F)(F)F)c3)CC2)CC1	-4	96	-3	0.045	1	1	1.1	5	3	104
CC1(C(=O)NC2CCCC2)CCC(=O)N1Cc1cccs1 (configuration not stated)	-8	99	8	.	6	1.1	0.93	1	-8	103
C=CCn1c(O)c(N=NC(=S)Nc2ccc(OC)cc2)c2ccccc21	-9	91	-25	1.3	15	1.1	0.98	10	25	90
Oc1ccccc1C=Nc1ccccc1-c1nc2ccccc2[nH]1	19	125	21	.	-10	0.8	1.8	-27	-21	105
COc1cc(OC)cc(C2C(C#N)=C(N)Oc3n[nH]c(-c4cccnc4)c32)c1 (configuration not stated)	-4	96	17	.	3	1	1	4	-17	100
COc1cc(C(=O)NCCc2ccc3c(c2)OCCO3)ccc1OCC(=O)N1CCOCC1	9	108	-11	-0.39	-3	0.9	1	0	11	103
O=C(COc1cccc2cccnc12)NCC(F)(F)F	-6	94	1	0.24	4	1.1	1	7	-1	99
O=C(Cc1ccc(F)cc1)Nc1nnc(SCC(=O)N2CCCCC2)s1	-5	99	3	-1.4	6	1	0.8	-1	-3	104
CC1CCCC(C)N1/N=C/c1ccc(Cl)cc1 (configuration not stated)	6	104	-5	0.89	0	0.9	1	-5	4	105
COc1ccnc(Oc2ccccc2)n1	-8	106	-3	0.57	-9	1.1	1.1	-7	3	111
CC(C)(O)C#Cc1ccc(CN2CCN(CCc3ccccc3)C(CCO)C2)s1 (configuration not stated)	2	95	4	0.078	-3	1	1.1	5	-4	104
CCN(CC)S(=O)(=O)c1ccc(NC(=O)COC(=O)c2cc(S(=O)(=O)Nc3ccc(OC)cc3)ccc2O)cc1	1	99	-3	0.43	-10	1	0.83	2	3	109
O=C(Nc1ccccc1C(=O)OC1CCOC1=O)c1ccco1 (configuration not stated)	-6	96	2	.	4	1.1	0.96	4	-2	100
COC(=O)Cn1c(=O)c(C)nc2ccccc21	-3	102	-4	0.39	2	1	1.1	0	4	102
COCCSc1ccccc1C(=O)Nc1ccc(Cl)cc1	-4	100	-1	0.029	22	1	1.1	-1	1	87
C=CCNC(=O)CC(=O)N/N=C/c1cccc(C)c1	-3	102	16	0.095	3	1	1.1	-2	-16	100
O=C(c1csc2c1CCCCC2)N1CCN(c2ncccn2)CC1	-6	101	-6	.	7	1.1	0.75	-1	6	99
CC(C)CC(COCc1ccc(Cl)cc1)N1CCN(C(=O)c2ccc(C(F)(F)F)cc2)CCC1=O (configuration not stated)	-4	106	2	-2.1	-5	1	0.85	-7	-2	102
C/C(N)=C(/C#N)C(=O)COC(=O)c1cc(S(=O)(=O)N2CCCCC2)ccc1C	-8	89	10	.	-12	1.1	0.54	12	-10	114
COc1ccc(-c2c(C(=O)O)nc3ccccc3c2C(=O)O)cc1	-7	100	15	.	2	1.1	1.2	0	-15	102
CCOC(=O)C1=C(C)NC(SC)=NC1c1ccccc1 (configuration not stated)	-4	95	-1	0.35	9	1	1.3	0	1	94
CCN(Cc1ccncc1)Cc1nc(Cc2ccccc2Cl)no1	-3	83	-2	-0.32	25	1	1.2	18	2	87
CC(NCC1(N2CCOCC2)CCCCC1)C(=O)Nc1ccc(Cl)cc1Cl (configuration not stated)	-1	99	-8	-2	6	1	1.4	-1	8	100
CC1(C)CC(=O)c2cnn(-c3nc4ccccc4[nH]3)c2C1	1	107	0	.	21	1	0.75	-7	0	87
CCOc1nc(C)ccc1-c1noc(-c2ccco2)n1	-3	104	-8	.	4	1	1.4	-7	8	99
CN(Cc1cc(=O)n2ccsc2n1)C1CCCCC1	-7	110	13	0.49	-6	1.1	1.2	-15	-13	109

Compound profiles, from the list above. Order of values: FLuc inhib CS	STAT1 act	APP 5'UTR act	ROMK mod	STAT3 blocker	FLuc act counter	NF-kB expr up	STAT1 blocker	APP 5UTR inh	STAT3 activator
Listed for `CCOC(=O)C1=C(C)NC(SC)=NC1c1ccccc1` (configuration not stated) : -4	95	-1	0.35	9	1	1.3	0	1	94
Listed for `CC(NCC1(N2CCOCC2)CCCCC1)C(=O)Nc1ccc(Cl)cc1Cl` (configuration not stated) : -1	99	-8	-2	6	1	1.4	-1	8	100

Later entries
SMILES	FLuc inhib CS	STAT1 act	APP 5'UTR act	ROMK mod	STAT3 blocker	FLuc act counter	NF-kB expr up	STAT1 blocker	APP 5UTR inh	STAT3 activator
CC(C)Cn1cc(Cl)c(=O)n(CC(C)C)c1=O	0	98	2	-0.0041	-3	1	1.2	0	-2	109
CC1CCCCN1C(=O)c1ccc(NC(=O)c2ccccc2Cl)cc1 (configuration not stated)	-6	100	11	0.89	4	1.1	1.1	1	-11	105
O=C(O)c1ccc(COc2ccc(/C=N/NC(=O)c3cccs3)cc2)cc1	-4	120	14	.	0	1	1.5	-21	-14	105
CC(C)NC(=O)NC(=O)COC(=O)c1cccc(OC(F)F)c1	0	99	-12	0.038	7	1	1.2	0	12	100
Fc1ccc(-c2ccc(-c3nn4c(-c5ccco5)nnc4s3)o2)cc1	-3	108	0	.	20	1	1.1	-9	0	86
CC(=O)c1cccc(NC(=S)NC(=O)c2ccccc2C)c1	8	114	41	0.15	8	0.9	1.9	-16	-41	95
CC(C)(C)CN1CCNC(=O)C1CC(=O)NC1Cc2ccccc2C1 (configuration not stated)	-5	104	-11	-0.61	0	1.1	1	-5	11	104
Clc1ccc(C2=CSC3=Nc4cccc5cccc(c45)N23)cc1	4	81	16	-0.33	-16	1	0.94	9	-16	116
Cc1ccc(CS(=O)(=O)Cc2ccc(C(=O)NCc3ccccn3)o2)cc1	3	103	14	.	-3	1	1	-4	-14	106
Nc1cccc2c1C(=O)N(CC(=O)NC13CC4CC(CC(C4)C1)C3)C2=O	-4	105	-8	0.06	4	1	1.3	-6	8	100
COc1cccc(OC)c1C(=O)Nc1ccc2c(c1)OCCO2	-3	100	21	0.84	-2	1	0.99	0	-20	104
O=C(Nc1nc2ccccc2[nH]1)C1CCC1	30	127	38	-0.015	-6	0.7	0.95	-33	-38	109
O=C(C1CC2CCC1C2)N1CCN(Cc2ccc3c(c2)OCO3)CC1 (configuration not stated)	-13	102	-4	.	-7	1.1	1.3	-3	4	107
CCC1(C)Cc2sc3c(=O)[nH]c(=S)[nH]c3c2CO1 (configuration not stated)	4	101	4	-0.3	0	1	1.1	-3	-4	103
O=C1N/C(=C/c2cccn2-c2ccc(F)cc2)C(=O)N1Cc1ccccc1F	-5	102	-17	0.49	1	1.1	1.1	-2	17	101
CC1(C)CC(=O)c2cnc(N3CCN(c4ccccc4)CC3)nc2C1	-2	92	2	.	18	1	0.67	9	-2	87
S=C(NCCCc1ccccc1)Nc1ccc(Cl)cc1	-10	86	-14	-1.3	12	1.1	1.4	16	14	90
COc1ccc(-c2nc(-c3ccc(O)cc3O)cs2)cc1OC	3	127	23	1	-13	1	0.9	-31	-23	112
Cc1ccc(S(=O)(=O)NC(C(=O)Oc2ccc3c(C(F)(F)F)cc(=O)oc3c2)c2ccccc2)cc1 (configuration not stated)	-2	85	1	.	7	1	0.72	17	-1	97
